# Tb PYK inh = inhibitors of Trypanosoma brucei pyruvate kinase; Q57TT1; TbPYK enzyme, Kinase-Glo Plus ATP luminescence, 45 min; Potency, µM (titrated, usually from 76.8 µM), for the others: top-dose activity, negative = inhibition, usual class: inhibitors; 410,000 tested, 0.12% active; AID 624173; active = well fitted inhibition curve with a large enough effect; inconclusive = small, poorly fitted or top-dose-only effect; note: nearly all actives have a fitted effect of over 50% in size
#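 Assay buffer: 50 mM TEA pH 7.2, 100 mM KCl, 10 mM MgCl2, 0.05% BSA, 0.01% Tween-20. Pyruvate kinase from T. brucei plus substrate met compound, then ADP (130 uM final). Luminescence was read post 45 min RT.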
# * hit, by the source's call; ? = inconclusive; [ ] = another dose, or the depositor's remark. % is set by controls: 0 for no effect and ±100 for the full control effect; potency is the fitted concentration of half-maximal effect. These rows are one share of the data; rates above refer to the full screens.
Compound | Tb PYK inh
COc1cn(CC(=O)Nc2c(C)cc(C)cc2C)c(CN2CCCCC2)cc1=O | 1%
Cc1ccc(NC(=O)Cn2c(=O)n(Cc3ccco3)c(=O)c3oc4ccccc4c32)cc1C | -4%
CC(=O)N1c2ccc(C)cc2Sc2c1ccc1ccccc21 | 4%
O=C(OCc1cn([C@@H]2C[C@H](c3ccc(Cl)cc3)N(C(=O)c3cccs3)C[C@H]2O)nn1)c1ccccc1 | -3%
CC1CCCCC12NC(=O)N(CC(=O)N1CCN(S(=O)(=O)c3ccc(Cl)s3)CC1)C2=O (stereo not drawn) | -7%
COc1ccc(OC)c(CNC(=O)C2CCN(S(=O)(=O)c3cn(C)cn3)CC2)c1 | -5%
COc1ccc(CC(=O)NCCc2csc(-c3cccc(C)c3)n2)cc1 | -1%
COc1ccc(CCCNC(=O)C2(C)Cc3c(-c4ccc(NC(C)=O)cc4)ccnc3O2)cc1 (stereo not drawn) | -5%
COc1ccc(CCNC(=O)CCn2c(=O)c3ccccc3n(Cc3cc(C)ccc3C)c2=O)cc1OC | 1%
CCc1cccc(NC(=O)c2c(N3CCCC3=O)c3cc(C)ccc3n2C)c1 | 5%
Cc1cccc(C(=O)Nc2ccc(C(=O)OCc3cc(=O)n4c5c(sc4n3)CCCC5)cc2)c1 | -10%
CCN(CC)c1ccc(N=Nc2ccc(S(=O)(=O)N(C)C)cc2)c(S(=O)(=O)NCC[n+]2ccccc2)c1 | 1%
CCc1ccc(NC(=O)c2ccc3c(=O)n4nc(Nc5ccccc5C)sc4nc3c2)cc1 | 0%
O=C(c1ccncc1)N1CCC2(CC1)CN(c1ncccn1)C2 | 5%
CC[C@H](NC(=O)CC[C@H]1O[C@@H](n2cnc3c(NC(=O)c4ccccc4)ncnc32)[C@H](O)[C@@H]1O)c1ccccc1 | 6%

# Entries listed so far with a halogen (two):
Compound | Tb PYK inh
O=C(OCc1cn([C@@H]2C[C@H](c3ccc(Cl)cc3)N(C(=O)c3cccs3)C[C@H]2O)nn1)c1ccccc1 | -3%
CC1CCCCC12NC(=O)N(CC(=O)N1CCN(S(=O)(=O)c3ccc(Cl)s3)CC1)C2=O (stereo not drawn) | -7%

# Remaining list, next part:
Compound | Tb PYK inh
O=C(CN1C(=O)COc2ccc(S(=O)(=O)N3CCCCCC3)cc21)N1CCN(c2ccccc2)CC1 | -1%
CCc1ccc(C(O)c2ncc(-c3cccc(OC)c3)[nH]2)cc1 (stereo not drawn) | 0%
COc1ccc(C#Cc2cccc(-c3nc(C(=O)NCc4ccc(Oc5ccccc5)cc4)cc4c3[C@@H](CCO)N(S(=O)C(C)(C)C)C4)c2)cc1OC (stereo partly drawn) | -4%
Cc1cc(C(=O)NNC(C)Cc2ccccc2)no1 (stereo not drawn) | 2%
CC(=O)c1ccc(-c2cnc3c(NC=O)cc(-c4ccc(N5CCN(C)CC5)cc4)cn23)cc1 | 0%
CCc1nc2c(OCC3CCCCC3)cccn2c1N(C)C(=O)c1ccc(C)cc1 | -4%
CC(=O)N1CCCc2cc(S(=O)(=O)N3CCC(C(=O)NCc4ccccc4)CC3)ccc21 | -1%
CCOc1ccc(C(=O)Nc2ccc3oc(-c4cccnc4)nc3c2)cc1 | 10%
O=C(Nc1ccccc1)N1CC[C@@]2(CCCN(C(=O)c3cc(C(F)(F)F)cc(C(F)(F)F)c3)C2)C1 | 1%
COc1ccc(NC(=O)N(C)[C@H]2C[C@H]3c4[nH]c5ccc(-c6ccc(OC)cc6)cc5c4CCN3C[C@H]2[C@H](C)O)cc1 | -4%
CCN(CC)CCCNC(=O)C1CCN(S(=O)(=O)CC)CC1 | -5%
CCN(CC)C(=O)c1cccc(-c2csc(C(C)(O)c3ccc(OC)cc3)n2)c1 (stereo not drawn) | ?
Cc1ccc(Nc2c(-c3ccc(N4CCOCC4)cc3)nc3c(C)cccn23)cc1 | -5%
CC(C)Cn1cnc2c(SCCc3ccccc3)nc(N)nc21 | -4%
CCc1cc2c(cc3c(=O)n(CC(=O)NC(C)c4ccccc4)ncn32)s1 (stereo not drawn) | -8%

# The listing continues:
Compound | Tb PYK inh
O=C(Nc1ccc(F)c(Cl)c1)C1CC2CCC1C2 (stereo not drawn) | -3%
Cc1ccc(-n2c(SCC(=O)Nc3c(C)cccc3C)nc(O)c(C)c2=O)cc1 | 6%
CC(=O)c1ccc(NC(=O)CC2Oc3ccc(C)cc3NC2=O)cc1 (stereo not drawn) | -2%
CC(C)(C)S(=O)N1Cc2cc(=O)n(Cc3ccccc3)cc2[C@@H]1CCO (stereo partly drawn) | 3%
CCCCN(C(C)=O)c1c(CC)nc2ccc(C(=O)Nc3cccc(OCC(=O)N(C)C)c3)cn12 | 1%
COc1ccc(-n2c(SCC(=O)Nc3ccccc3)nnc2-c2ccoc2C)cc1 | -2%
CCCS(=O)(=O)c1ncc(Cl)c(C(=O)N2CCN(c3ccc(OC)cc3)CC2)n1 | 4%
COc1ccc(/C=C/C(=O)Nc2nc(-c3cccs3)ns2)cc1OC | 5%
CCOc1ccc(Nc2nc3c(S(=O)(=O)c4ccc(C(C)C)cc4)nnn3c3ccsc23)cc1 | -2%
O=C1NC(C2CC3C=CC2C3)Nc2ccccc21 (stereo not drawn) | -6%
C[C@@H]1COc2cccc(N3CCC[C@H]3CO)c2S(=O)(=O)N1 | -6%
CCC1CCC/C1=N\NC(=O)c1ccccc1C (stereo not drawn) | -20%
Cc1[nH]ncc1Nc1c(C(C)C)cccc1C(C)C | -11%
CC(=O)Nc1cc(C)ns1 | -14%
CCOC(=O)N1CCN(C(=O)c2cnn(-c3cccc(F)c3)c2-n2cccc2)CC1 | 3%[15.4 µM]

# (list continues)
structure | Tb PYK inh
O=C(c1ccoc1)N1CCN(c2cc(-c3ccccc3)nc3cc(-c4ccccc4)nn23)CC1 | 3%
C=C(C)C(=O)Nc1ccc2nn(-c3ccccc3O)nc2c1 | 3%
Cc1ccccc1S(=O)(=O)NC(=O)C1(C)CCN1C(=O)CC1CCCC1 (stereo not drawn) | -3%
Cc1nc(-c2cccc(F)c2)sc1CCNC(=O)C(=O)Nc1ccc2c(c1)OCCO2 | 3%
O=C(NCc1ccc2c(c1)CCN2C(=O)c1ccccc1)c1ccccc1 | -3%
Cc1ccc2oc(=O)c3cnn(CC(=O)Nc4cccc(C(F)(F)F)c4)c3c2c1 | -3%
COc1ccc(N2CCN(CCCNC(=O)c3cc(Nc4ccccc4OC)nc4ccccc34)CC2)cc1 | -12%
Cc1ccc(CNC(=O)C2CCN(S(=O)(=O)c3ccc4c(c3)oc(=O)n4C)CC2)cc1 | -2%
CN1CCCC2c3ccccc3CCC21 (stereo not drawn) | -11%
COc1cc2c(cc1OC)C(COc1ccc(F)cc1)N(C(=O)Cc1ccccc1)CC2 (stereo not drawn) | 3%
Cc1cc(C)n2c(Nc3ccc(C(C)C)cc3)c(-c3ccsc3)nc2n1 | -3%
CC1=C(C(=O)Nc2cccc(C)c2C)C2(CCCCC2)OC1=O | -1%
COc1cc2oc3ccc(C#Cc4ccc(N)cc4)cc3c(=O)c2cc1OC | 4%
Cc1cccc(CN2[C@H](COC(=O)Nc3ccccc3)C=CS2(=O)=O)c1 | 4%
O=C(COC(=O)Cc1ccc(Cl)cc1Cl)NCc1ccco1 | -4%

# Remaining list, next part.
structure | Tb PYK inh
O=C(NCCNc1ccc([N+](=O)[O-])cc1)c1ccccc1Cl | -1%
CCCCCCN1C[C@@H](O)[C@H](n2cc(COC(=O)c3ccccc3)nn2)C[C@@H]1c1ccc(OC)cc1 | 2%
Cc1cc(C(O)c2ncc(-c3ccc(Oc4ccccc4)cc3)[nH]2)ccc1F (stereo not drawn) | -19%
Cc1ccc(S(=O)(=O)NCc2nc3nc(C)cc(C)n3n2)cc1 | 2%
CC(=O)c1ccc(NC(=O)COCc2cc(-c3ccc(F)cc3)on2)cc1 | 4%
O=C(NCC(c1cccnc1)N1CCc2ccccc21)c1cccc(Br)c1 (stereo not drawn) | 4%
O=C(NC1CC(=O)N(c2cccc(F)c2)C1)C1CC1 (stereo not drawn) | -11%
O=C(Cn1c(-c2cccs2)cc2ccccc21)N1CCN(c2ccc(Cl)cc2)CC1 | 7%
CC(=O)Nc1cc(-c2ccoc2)cn2c(-c3ccccc3)cnc12 | -8%
O=c1ccc(-c2ccccc2)nn1Cc1ccccc1 | -1%
COc1cccc(N2CC(NC(=O)C3CCCCC3)CC2=O)c1 (stereo not drawn) | -5%
COc1ccccc1N1CCN(C(=O)Cn2c(=O)n3nc(-c4ccc(C)cc4)nc3c3ccccc32)CC1 | 1%
CCOC(=O)c1ccccc1NC(=O)Cn1c2ncccc2c(=O)n1-c1ccccc1 | -1%
O=S(=O)(c1ccccc1)N1CCN(CCOc2ccc(F)cc2)CC1 | -4%
COc1cc(NC(=O)COCc2cc(-c3ccc4c(c3)OCO4)on2)cc(OC)c1 | 5%

# (listing goes on)
structure | Tb PYK inh
CCc1ccccc1Nc1nn2c(=O)c3ccc(C(=O)NCc4ccccc4OC)cc3nc2s1 | 7%
COc1ccc(-c2csc(NC(C)c3nc4cc(Cl)c(Cl)cc4n3CCCO)n2)cc1 (stereo not drawn) | -10%
Cc1ccc(Cl)cc1-c1cc(C(=O)N2CCc3ccccc3C2)[nH]n1 | 6%
COc1ccc(-c2nc(S(=O)(=O)c3ccccc3)c(N3CCN(C)CC3)o2)cc1 | -1%
Nc1nnc(SCC(=O)Nc2ccccc2C(F)(F)F)s1 | 3%
CC(=O)Nc1ccc(-c2ccnc3c2CC(C)(C(=O)NCCN(C)C)O3)cc1 (stereo not drawn) | 1%
CCOC(=O)CN(Cc1ccccc1)C(C(=O)NC1CCCCC1)c1ccccc1 (stereo not drawn) | 2%
Cc1ccc(C)c(NC(=O)CSc2ncc3c(n2)-c2cc(Cl)ccc2N(Cc2ccccc2F)S3(=O)=O)c1 | 4%
Cc1ccc(-c2cnc(C(O)c3ccc(Cl)c(F)c3)[nH]2)cc1 (stereo not drawn) | 2%
CC(=O)Nc1cccc(-c2ccnc3c2CC(C)(C(=O)Nc2ccc4c(c2)OCO4)O3)c1 (stereo not drawn) | -10%
CCOC(=O)c1c(C)n(-c2ccccc2)c2ccc(OC(=O)COc3ccc(Cl)cc3)cc12 | 5%
Cc1ccc2nc(-c3cccc(Br)c3)c(CC3CCCCC3)n2c1 | 2%
Cc1cnc2nc(-c3ccccc3)ccc2c1 | -22%
Fc1ccc(-c2nc3ccc(Cl)cn3c2Cc2ccccc2C(F)(F)F)cc1 | 5%
O=C(O)C1CCCCC1C(=O)Nc1ccc(S(=O)(=O)N2CCOCC2)cc1 (stereo not drawn) | -14%

# The closing 2 compounds of the section above are carried over, then new ones follow.
structure | Tb PYK inh
Fc1ccc(-c2nc3ccc(Cl)cn3c2Cc2ccccc2C(F)(F)F)cc1 | 5%
O=C(O)C1CCCCC1C(=O)Nc1ccc(S(=O)(=O)N2CCOCC2)cc1 (stereo not drawn) | -14%
CC(=O)NCC(c1ccc2c(c1)OCO2)N1CCN(c2ccccc2)CC1 (stereo not drawn) | 0%
O=C1Nc2ccccc2N=C(c2ccccc2)C1N(Cc1ccc(F)cc1)C(=O)c1cccnc1 (stereo not drawn) | 7%
Cc1cccc(Cc2cccc(C)c2O)c1O | -1%
COC(=O)c1ccc(NC(=O)CCc2c(C)nn(-c3ccc(N4CCOCC4)nn3)c2C)cc1 | 2%
COc1ccc(CCNC(=O)CN(c2cc(C(F)(F)F)ccc2Cl)S(C)(=O)=O)cc1 | -7%
O=C(Nc1ccccc1)OCCN1CCOCC1 | 13%
COc1ccc(NC(=O)C2c3ccccc3OCC(=O)N2CC(F)(F)F)cc1 (stereo not drawn) | 8%
COc1ccc(CNC(=O)c2cc3c(=O)[nH]c4ccc(C)cc4c3s2)c(OC)c1 | 1%
O=P(O)(O)OC(Cn1cncn1)(Cn1cncn1)c1ccc(F)cc1F | 3%
COc1ccc(NC(=O)Cn2c(C)c3cnn(-c4ccccc4)c(=O)c3c2C)c(OC)c1 | -1%
COc1cc(-c2nnc(SCC(=O)NC(C)C)o2)cc(OC)c1OC | 0%
COc1ccc(NC(=O)c2ccc3c(c2)S(=O)(=O)c2ccccc2C3=O)cc1 | -6%
Cc1ccc(CN2C(=O)C3(SCC(=O)N3c3ccc(C)c(C)c3)c3ccccc32)cc1 (stereo not drawn) | -18%
Cc1ccc(NC(=O)c2c(C)oc3ccc(O)c(CN4CCCCCC4)c23)cc1 | 0%
O=C(CCCN1C(=O)C(=Cc2ccc3c(c2)OCO3)SC1=S)Nc1ccc(C(=O)O)c(O)c1 | 6%

# Further structures follow.
structure | Tb PYK inh
COCOCCn1cc(CN2CCS(=O)(=O)N(Cc3ccc(-c4ccc(Cl)nc4)cc3)C(CC(C)C)C2=O)nn1 (stereo not drawn) | -8%
N=C(N)c1ccc(OCCCOc2ccc(C(=N)N)cc2)cc1 | -4%
CCC(Cn1nnc2ccccc2c1=O)NC(=O)Nc1ccccc1OC (stereo not drawn) | -2%
CC(C)CN1CC[C@@]2(CCCN(C(=O)c3csnn3)C2)C1 | 5%
COc1ccc(C)cc1NC(=O)COCc1cc(-c2cccs2)on1 | 2%

# Copied from the list.
# Result of CCC(Cn1nnc2ccccc2c1=O)NC(=O)Nc1ccccc1OC (stereo not drawn) under Tb PYK inh: -2%
# Result of N=C(N)c1ccc(OCCCOc2ccc(C(=N)N)cc2)cc1 under Tb PYK inh: -4%
# Result of COCOCCn1cc(CN2CCS(=O)(=O)N(Cc3ccc(-c4ccc(Cl)nc4)cc3)C(CC(C)C)C2=O)nn1 (stereo not drawn) under Tb PYK inh: -8%
# Result of COc1ccc(C)cc1NC(=O)COCc1cc(-c2cccs2)on1 under Tb PYK inh: 2%

# Some of the entries above, set out differently:
CC(C)CN1CC[C@@]2(CCCN(C(=O)c3csnn3)C2)C1
- Tb PYK inh = 5%

COc1ccc(C)cc1NC(=O)COCc1cc(-c2cccs2)on1
- Tb PYK inh = 2%

CCC(Cn1nnc2ccccc2c1=O)NC(=O)Nc1ccccc1OC (stereo not drawn)
- Tb PYK inh = -2%

N=C(N)c1ccc(OCCCOc2ccc(C(=N)N)cc2)cc1
- Tb PYK inh = -4%

# Screening data from PubChem BioAssay.
